# PAFAH1B2 FP inh: inhibitors of human PAFAH1B2 | recombinant PAFAH1B2, FP-rhodamine activity probe, fluorescence polarization | P68402 | inhibition, % at 3.39 µM | AID 492953 | 1.2% of 340,000 active;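 active = inhibition above the mean of all tested compounds plus 3 SD, cut at about 24% in these data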;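 note: 0% = enzyme with DMSO and 100% = wells lacking PAFAH1B2; many of its hits are not listed in these tables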
# MEX-5 binding: C. elegans MEX-5 TCR-2 RNA binding activity; activity score (negative = inhibition of binding), % at 10 µM; MEX-5/FITC-TCR2 RNA binding, fluorescence polarization; hits give low values; 0.38% of 300,000 active;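 active = inhibition past about -25% in most replicates, and total fluorescence under double the plate's negative control median, limit read from the data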;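 note: 0% = DMSO and -100% = 5 µM competing unlabeled TCR2 RNA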
# Target sequence (Q9XUB2 whole entry, looked up): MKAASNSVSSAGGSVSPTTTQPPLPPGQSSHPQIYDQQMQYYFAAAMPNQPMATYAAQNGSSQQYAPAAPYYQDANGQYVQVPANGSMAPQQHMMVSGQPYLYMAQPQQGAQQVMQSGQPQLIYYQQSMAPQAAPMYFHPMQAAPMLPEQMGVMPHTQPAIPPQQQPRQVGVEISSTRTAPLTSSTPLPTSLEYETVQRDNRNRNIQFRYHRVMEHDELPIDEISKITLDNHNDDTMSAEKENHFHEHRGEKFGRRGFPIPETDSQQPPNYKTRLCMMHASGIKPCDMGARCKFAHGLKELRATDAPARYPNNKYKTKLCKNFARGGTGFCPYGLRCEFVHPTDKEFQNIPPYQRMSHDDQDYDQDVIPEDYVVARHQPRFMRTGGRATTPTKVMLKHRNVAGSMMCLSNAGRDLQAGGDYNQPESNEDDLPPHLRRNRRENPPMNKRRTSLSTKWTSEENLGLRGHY
# BCLXL inh: blocks human Bcl-xL binding to Bim BH3 peptide | Q07817 | GST-Bcl-xL / FITC-Bim BH3 peptide fluorescence polarization | 0.7% of 320,000 active | inhibition, % at 10.9 µM;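 active = inhibition above the mean of all tested compounds plus 3 SD, cutoff set per campaign, cut at about 30% in these data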;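 note: 0% = DMSO wells and 100% = unlabeled Bim-BH3 peptide competitor; inhibitors lower millipolarization by displacing the labeled peptide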
# Target sequence (Q07817 whole entry, looked up): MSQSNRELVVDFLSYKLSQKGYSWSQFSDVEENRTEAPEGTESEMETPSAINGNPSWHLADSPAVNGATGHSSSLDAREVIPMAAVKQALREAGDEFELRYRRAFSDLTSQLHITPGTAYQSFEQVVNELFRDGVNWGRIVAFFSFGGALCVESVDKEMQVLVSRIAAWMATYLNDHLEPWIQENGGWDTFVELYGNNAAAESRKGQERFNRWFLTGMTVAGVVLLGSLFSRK
# PME-1 inh: blocks human protein phosphatase methylesterase 1; inhibition, % at 5.9 µM; recombinant PME-1, FP-Rh probe fluorescence polarization; AID 2130; Q9Y570; 0.53% of 320,000 active;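 active = inhibition above the campaign mean of all compounds plus 3 SD, cut at about 26% in these data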;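 note: competitive labeling of PME-1 active site by serine hydrolase directed probe; 0% = PME-1 with DMSO and 100% = wells lacking PME-1 enzyme; inhibitors block probe labeling so polarization falls and inhibition rises; many of its hits are not listed in these tables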
# Target sequence (Q9Y570 whole entry, looked up): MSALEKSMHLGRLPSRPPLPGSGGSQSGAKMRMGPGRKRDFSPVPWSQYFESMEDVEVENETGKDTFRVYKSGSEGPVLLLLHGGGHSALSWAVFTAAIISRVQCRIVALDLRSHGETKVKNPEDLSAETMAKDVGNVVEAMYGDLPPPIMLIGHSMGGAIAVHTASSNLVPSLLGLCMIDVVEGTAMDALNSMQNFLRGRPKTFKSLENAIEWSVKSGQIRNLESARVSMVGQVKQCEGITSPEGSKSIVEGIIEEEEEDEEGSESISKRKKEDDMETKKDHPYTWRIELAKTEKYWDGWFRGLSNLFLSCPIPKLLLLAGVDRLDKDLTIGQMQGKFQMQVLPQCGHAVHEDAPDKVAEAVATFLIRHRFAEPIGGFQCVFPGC
# pPAFAH FP inh: pPAFAH (human) enzyme inhibition; Q13093; recombinant pPAFAH, FP-rhodamine probe fluorescence polarization; inhibition, % at 3.39 µM; 1.5% of 330,000 active;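 active = inhibition above the mean inhibition across the screen plus 3 SD, cut at about 25% in these data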;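 note: inhibitors block binding of the rhodamine activity-based probe so polarization drops; 0% = enzyme with DMSO and 100% = wells lacking pPAFAH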
# AHR activator: activates the human aryl hydrocarbon receptor; 2.5% of 320,000 active; AID 2796; activation, % at 5 µM; P35869; AHR-responsive luciferase reporter cells, luminescence; in the data active = activation above about 47%;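 note: 0% = vehicle wells and 100% = reference agonist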
# GLD-1 TGE inh: GLD-1-TGE RNA interaction inhibition (C. elegans) | Q17339 | purified GLD-1 + fluorescein TGE RNA, fluorescence polarization | inhibition, % at 5.96 µM | 0.44% of 320,000 active | AID 2280;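 active = percent inhibition above a per-plate cutoff, the plate mean of test compounds plus 3 SD, cut at about 30% in these data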;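 note: 0% = DMSO wells with GLD-1 and probe and 100% = wells lacking GLD-1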
# MCL1 BIM primary: inhibitors of human MCL1 binding to BIM-BH3 peptide | 0.68% of 320,000 active | GST-MCL1 / FITC-Bim-BH3 fluorescence polarization | AID 2057 | inhibition, % at 10.9 µM;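 active = inhibition above the mean inhibition of all tested compounds plus 3 SD, set per campaign, cut at about 40% in these data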;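 note: 0% = DMSO wells and 100% = unlabeled Bim-BH3 peptide control; higher means more loss of mP so more displacement of Bim peptide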
# Fam108B counter: blocks mouse Fam108B hydrolase in RBBP9 counter-screen. recombinant Fam108B, FP-Rh probe fluorescence polarization. inhibition, % at 9.51 µM. 0.33% of 300,000 active;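 active = inhibition above the screen mean inhibition plus 3 SD, computed separately per campaign, cut at about 18% in these data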;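 note: inhibitors lower polarization as less probe binds the enzyme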
# An asterisk follows results filed as active; · = not tested or not shown. These rows are one share of the data; count on the stated rates, not on these rows.
SMILES,PAFAH1B2 FP inh,MEX-5 binding,BCLXL inh,PME-1 inh,pPAFAH FP inh,AHR activator,GLD-1 TGE inh,MCL1 BIM primary,Fam108B counter
O=c1cc(CN2CCN(c3cccc(Cl)c3)CC2)c2cc3c(cc2o1)CCCC3,5,-2.3,4,4,9,2,2,0,-1
O=C(CSc1n[nH]c(=O)[nH]c1=O)Nc1ccc(Br)cc1Br,3,·,0,-3,6,0,0,3,·
CCOC(=O)C1CCN(c2ccc(C(=O)O)cc2[N+](=O)[O-])CC1,2,-0.8,-1,-3,3,5,1,8,1
O=C(NCCCO)C(=O)c1c(-c2ccccc2)cc2ccccn12,-1,0.2,1,-5,1,2,4,0,3
O=C(CN1CCN(S(=O)(=O)c2ccc(F)cc2)CC1)Nc1ccc(F)cc1F,8,1.1,4,3,6,-3,2,174*,2
COc1ccc(CCn2c(=N)c(S(=O)(=O)c3ccccc3)cc3c(=O)n4ccccc4nc32)cc1,2,1.8,4,2,-3,-5,9,2,0
CCOC(=O)c1ccc(NC(=O)CN2CCN(c3ccccc3)CC2)cc1,-2,-1.6,5,0,3,0,-1,0,2
CC(=O)NCCc1nc2cc(NC(=O)COc3cccc(C)c3)ccc2n1C,-4,0.7,1,-3,4,0,3,-3,2
COc1ccc2c(c1)c1c(n2C)[C@@H]2CC=C(CO)[C@@H](C1)N2C,3,·,·,·,-2,15,15,·,·
O=C(Cc1coc2ccc3ccccc3c12)NCc1ccccc1,-3,2.1,4,3,4,6,2,1,-6
Cc1cc(C)c(S(=O)(=O)NCc2ccccn2)cc1C,-3,-3.3,1,-9,-1,3,11,2,-2
O=C(CN1CCN(S(=O)(=O)c2ccc(Cl)cc2)CC1)Nc1ccc2c(c1)CCC2,14,-0.1,0,6,2,14,9,-8,4
COc1cccc(CNC(=O)CCS(=O)(=O)c2cccs2)c1,7,1.9,-1,0,9,3,6,-2,1
COc1cc(C(=O)Nc2ccc(C)cc2)c(-n2cnnn2)cc1OC,10,-1.8,5,-2,1,15,8,6,2
CCOCCCNC(=O)C(Cc1ccccc1)NS(=O)(=O)c1ccc2c(c1)c(=O)n(C)c(=O)n2C (configuration not stated),-1,2.9,5,-6,-1,1,5,-1,3
CCOc1ccccc1N1CCN(c2nc3ccccc3nc2C(C#N)C(=O)OC(C)C)CC1 (configuration not stated),-2,-1.5,-1,3,2,3,0,1,1
CCOC(=O)N1CCN(CC(=O)c2ccc3c(c2)CCN3C(C)=O)CC1,-1,0.4,-1,0,1,-2,1,-6,0
CCn1c(=S)sc2c(=O)n(CC(=O)Nc3ccc(OC)cc3)c(C)nc21,0,-0.8,3,4,0,3,6,6,-2
O=C(Cn1cnc2sc(-c3ccccc3)cc2c1=O)NCCc1ccccc1,-8,-3.5,3,0,2,9,15,-4,-7
CC(C)C(=O)c1cc2c(cc1NC(=O)Nc1cccc3ccccc13)OCCO2,·,0.3,-1,2,3,6,1,-3,4
O=S(=O)(c1cccc(NC(=S)N2CCN(c3ccc(F)cc3)CC2)c1)C(F)F,8,1.1,4,6,-4,1,10,11,0
O=C(COc1ccc2ccccc2c1)Nc1ccccc1C(=O)O,8,-0.7,3,-91,-3,10,0,6,-2
CC(=O)c1cccc(NC(=S)N2c3ccccc3CC2C)c1 (configuration not stated),4,0.8,6,-7,2,3,-6,-4,0
CCOc1ccc(NC(=O)CCCn2c(=S)[nH]c3ccsc3c2=O)cc1,1,-0.4,-7,-7,-1,5,0,-14,3
O=C(Nc1ccccc1)N1CCc2scc[n+]2-c2ccccc21,-2,-0.4,6,3,-4,6,0,9,4
O=c1[nH]c2ccc(NS(=O)(=O)c3ccc(Cl)cc3)cc2[nH]1,19,-0.7,1,-3,1,3,-16,-2,6
CCCCN1CNC(=S)N(Cc2ccccc2)C1,-2,-1.1,-1,-4,0,-1,-1,17,2
COc1ccc(C2=CC(c3ccc(F)cc3)n3nnnc3N2)cc1 (configuration not stated),2,-3.6,4,4,5,9,1,-2,1
CCOC(=O)c1nn(-c2ccc(Cl)cc2)c2nc(-c3ccc(C)cc3)c(C#N)c(=O)n12,-3,0.8,3,-7,0,3,-4,1,-2
Cc1ccc(C(=O)NCCc2ccncc2)cc1,1,0.2,-2,8,-3,10,-2,-3,-2
Cc1ccc2[nH]cc(C(=O)CN3CCOCC3)c2c1,3,2.5,3,-4,-1,13,0,-4,-7
CCOc1ccc(NC(=O)Nc2ccc3c(c2)CCC3)cc1,1,3.3,-2,9,0,-1,-6,-9,3
C=CCN(c1ccccc1)S(=O)(=O)c1cccc(C(=O)Oc2ccc3c(C)cc(=O)oc3c2)c1,13,1.3,-1,6,-2,1,-2,-7,-2
CCN1CCN(c2cc3c(cc2F)c(=O)c(C(=O)O)cn3C2CC2)CC1,0,-0.6,1,-6,1,0,4,7,0
CCc1ccc(CNC(=O)C2CCN(S(=O)(=O)N3CC(C)CC(C)C3)CC2)cc1 (configuration not stated),5,-0.8,0,-3,5,3,-5,-4,0
CC(C)(C)NCc1cc(Br)ccc1OCc1cccs1,-4,-1.0,-10,2,-8,5,7,-11,-3
COc1ccc(OC)c(S(=O)(=O)n2c([N+](=O)[O-])cnc2C)c1,-1,0.1,4,1,4,1,-5,6,-2
O=C1c2ccccc2C(=O)N1CC(O)COc1ccc(Br)cc1 (configuration not stated),9,1.0,2,13,3,-4,5,5,0
Cc1cc(NC(=O)CSc2nnc(-c3ccco3)o2)no1,-1,-1.0,7,0,5,1,-2,12,-1
OC(CN1CCNCC1)Cn1c2ccccc2c2ccccc21 (configuration not stated),0,-1.6,4,-3,8,2,0,3,1
O=S(=O)(NCc1ccccc1)c1ccc(S(=O)(=O)N2CCCC2)cc1,8,2.2,0,-1,0,-4,-2,0,4
CC(C)(C)NC(=O)c1cccc2c1C(=O)c1ccccc1-2,-2,1.5,9,2,1,0,5,2,1
CCCC(=O)NCCCc1nc2ccccc2n1C,4,1.8,0,1,3,0,4,1,-1
CCOC(=O)CCCC(=O)N1CCOCCOCCN(C(=O)CCCC(=O)OCC)CCOCCOCC1,0,1.5,1,-2,5,-1,0,1,3
COc1cc(C(=O)OCC(C)=O)cc(NC(=O)c2ccco2)c1OC,2,1.5,7,3,3,2,-4,1,2
C[C@@H]1CC=C[C@H]2[C@H]1C(=O)N(Cc1ccccc1)[C@H]2c1ccc(/C=C/c2ccccc2)cc1F,-1,-0.8,2,-7,1,3,3,-1,-2
Cc1ccc(/C(N)=N/OC(=O)N2c3ccccc3Sc3ccccc32)cc1,7,-0.5,7,0,14,-1,0,3,-3
N#Cc1c(N)nc2c(c1-c1ccco1)CCCCC2,12,-2.6,11,1,8,3,12,10,-3
Cn1nc(C(F)(F)F)c(C#N)c1N1CCN(c2cccc(C(F)(F)F)c2)CC1,6,-0.3,3,4,1,-2,-3,4,3
CCSc1ccccc1C(=O)Nc1ccc(S(=O)(=O)NC(C)=O)cc1,2,1.9,11,0,4,-1,-1,11,-1
NCCC1CCCC(CCN)N1 (configuration not stated),0,·,4,-8,8,-2,2,-9,-7
COc1ccc(NC(C)=O)cc1S(=O)(=O)NC(Cc1ccccc1)C(=O)O (configuration not stated),3,0.6,2,-2,2,1,7,2,-7
O=C(CO/N=C/c1cccc([N+](=O)[O-])c1)Nc1ccc2ccccc2c1,4,0.8,9,-3,4,14,4,7,-4
O=C(COC(=O)c1cc(F)cc(F)c1)Nc1cccnc1Cl,1,1.3,2,-6,0,0,1,2,1
COc1ccc(N2CCN(C(=O)CCc3nnc4ccc(N5CCCC5)nn34)CC2)cc1,5,-1.8,2,-8,4,1,-1,4,-3
CCOC(=O)c1c(CN2CCN(C)CC2)n(-c2ccccc2)c2cc(Br)c(O)cc12,4,-4.0,3,-2,2,0,0,-3,2
O=c1oc2c3c(nn2c2ccccc12)CCCC3,4,-1.0,6,-2,4,3,0,5,1
O=C(COC(=O)c1ccccc1F)c1ccc(-n2nncc2-c2ccco2)cc1,-3,1.3,3,-2,13,3,10,7,4
Cc1cc(NC(=O)Cn2nc3c(cc2=O)CCCC3)ccc1Br,-2,-3.5,-2,-4,5,5,-1,-6,-3
Cc1sc(NC(=O)CCC(=O)O)c(C#N)c1C,6,0.3,1,3,5,-1,3,-5,3

# Among those listed so far, 2 have a tert-butyl group:
SMILES,PAFAH1B2 FP inh,MEX-5 binding,BCLXL inh,PME-1 inh,pPAFAH FP inh,AHR activator,GLD-1 TGE inh,MCL1 BIM primary,Fam108B counter
CC(C)(C)NCc1cc(Br)ccc1OCc1cccs1,-4,-1.0,-10,2,-8,5,7,-11,-3
CC(C)(C)NC(=O)c1cccc2c1C(=O)c1ccccc1-2,-2,1.5,9,2,1,0,5,2,1

# Next section
SMILES,PAFAH1B2 FP inh,MEX-5 binding,BCLXL inh,PME-1 inh,pPAFAH FP inh,AHR activator,GLD-1 TGE inh,MCL1 BIM primary,Fam108B counter
CC(C)OCC(O)CSc1ccccn1 (configuration not stated),-2,0.8,5,5,2,-3,-1,7,-2
O=C(NC1CCC(O)CC1)c1ccc(Br)o1 (configuration not stated),3,·,·,·,5,0,0,·,·
COc1cccc(-n2nnnc2SCC(=O)N2CCCc3ccccc32)c1,5,0.1,10,2,7,7,3,11,4
Cc1cc(C)cc(N2C(=O)CC(N(C(=O)c3ccco3)c3cc(C)cc(C)c3)C2=O)c1 (configuration not stated),-2,1.0,0,5,6,-1,4,-1,3
CC(C)(CNC(=O)c1ccc(-c2ccccc2Cl)o1)N1CCOCC1,1,5.6,8,-6,1,8,9,11,3
Cc1ccc(NC(=O)COc2ccc3c(c2)OCO3)c(Cl)c1,0,·,2,0,1,0,-1,0,·
CC(C)(O)C#Cc1ccc(CN2CCN(Cc3ccsc3)C(CCO)C2)cc1 (configuration not stated),-1,-0.6,2,-6,-8,4,3,11,-4
Cc1nn(-c2ccccc2)c2nc(C(F)(F)F)[nH]c(=O)c12,3,1.1,9,-5,2,-1,-3,5,-2
CS(=O)(=O)c1ccc(N2CCOCC2)c(S(C)(=O)=O)c1,3,2.1,1,-12,-8,1,-3,3,5
O=C(CC1(C(=O)O)CCCC1)N1CCOCC1,6,-0.8,4,-2,0,1,0,6,-2
CN1C(=O)[C@H]2[C@@H](C3CC3)N3C(=O)CN(CCO)C(=O)[C@@]3(Cc3ccccc3)[C@H]2C1=O,3,-0.6,6,-3,2,1,1,-5,0
Cc1oc(-c2ccccc2F)nc1CS(=O)CC(=O)NC1CC1 (configuration not stated),-1,0.6,-3,-2,3,2,1,-2,-2
Cc1ccc(-c2nnn(CCC(=O)NC3CCCC3)n2)cc1,6,-0.9,-2,-2,-3,0,1,-4,3
O=C(Nc1ccccc1C(=O)N/N=C/c1ccc(O)cc1)c1ccccc1,3,2.9,9,0,1,103*,7,7,3
O=C(c1ccc2c3c(cccc13)CC2)C1CCCN(C(=O)c2cc[n+]([O-])cc2)C1 (configuration not stated),13,2.2,1,0,2,1,-6,-8,-5
COc1ccc(C(=O)Oc2ccc(F)cc2C(=O)/C=C/c2ccc(OC)c(OC)c2)cc1,-5,0.5,1,-2,3,4,6,5,-3
CCCCNC(=O)C1Cc2cc(S(=O)(=O)N3CCCC3)ccc2N1C(C)=O (configuration not stated),5,-1.3,0,-6,3,-1,2,2,2
O=C(CCC(=O)N1CCOc2ccccc21)NC1CCN(Cc2ccccc2)CC1,5,-0.2,0,-12,-2,0,5,-4,-2
CC(=O)Nc1ccc(S(=O)(=O)NC2CC(=O)N(c3ccc(C)cc3)C2)cc1 (configuration not stated),2,-0.1,6,0,9,-3,5,4,2
CCc1cccc(C)c1NC(=O)C1CCCN1C(=O)NCc1ccccc1 (configuration not stated),4,-3.1,0,0,-5,-1,13,0,0

# Screening data: PubChem, several laboratories
